Bioassay records deposited in PubChem BioAssay by several laboratories.
Cdc25B block – inhibitors of Cdc25B phosphatase catalytic domain, primary screen, biochemical, OMFP fluorescence; M-phase inducer phosphatase 2 (Homo sapiens), P30305; recombinant Cdc25B, OMFP fluorescence Ex485/Em525; inhibition, %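 (compounds tested at 10 µM final in the well)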; 0.1% of 65,000 active; AID 368, 2006; in the data active = inhibition above about 50%
HEK293 NFkB inh – inhibitors of PMA/ionomycin-induced NF-kB reporter, primary screen, antigen receptor NF-kB inhibitor project, cell-based, HEK-293 luciferase reporter, luminescence. HEK-293 NF-kB luciferase reporter. inhibition, % at 3 µM. 0.21% of 62,000 active;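 active = inhibition above the mean of all tested compounds plus 3 SD, cut at about 40% in these data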;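 also: 0% = stimulated DMSO wells and 100% = 10 µM reference inhibitor 5653914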
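Signal: luciferase luminescence; Material: HEK-293 cells with stable firefly luciferase reporter driven by four HIV NF-kB elements; Probe or stimulus: PMA with ionomycin; Replication: tested once; Times: 1 h compound pretreatment, then 16 h stimulation at 37 °C, 5% CO2; Benchmarks: DMSO and 10 µM reference inhibitor; Evaluation: per-plate % inhibition versus controls.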
JNK3 inh – JNK3 kinase activity inhibitors, primary screen, biochemical, human, purified enzyme. AID 746, 2007. inhibition, % at 8 µM. 0.61% of 60,000 active. HTS; in the data active = inhibition above about 17%;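 also: 0% = DMSO and 100% = reference inhibitor; many of its hits are not listed in these tables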
DUSP1 inh – MKP-1 phosphatase inhibitors, primary screen, biochemical, in vitro. recombinant MKP-1, OMFP hydrolysis fluorescence. inhibition, %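 (compounds tested at a single concentration somewhere between 10 and 100 µM)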. 0.15% of 65,000 active. AID 374, 2006;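 active = inhibition above about 50%, limit read from the data; inconclusive = inhibition over screen mean plus 3 SD, below that limit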;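 also: 0% = DMSO max control wells and 100% = wells with enzyme stopped by NaOH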
MMP-13 inhibitor – human MMP13 inhibitors, primary screen, biochemical, FRET peptide cleavage. Collagenase 3 (Homo sapiens), P45452. inhibition, % at 4 µM. MMP-13 fTHP FRET cleavage, Mca fluorescence. 0.07% of 65,000 active;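 active = inhibition above the mean of compound-free control plate wells plus 3 SD, cut at about 14% in these data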;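 also: 0% = DMSO wells and 100% = wells with reference MMP-13 inhibitor after basal subtraction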
ROCK2 inh – inhibitors of human ROCK2 kinase, primary screen, biochemical, high-throughput, luminescence; inhibition, % at 6 µM; 0.35% of 60,000 active; purified ROCK2, Kinase-Glo ATP depletion luminescence;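 active = inhibition above the screen-wide mean inhibition plus 3 SD, cut at about 18% in these data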;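 also: plate controls were DMSO wells for no effect and Y-27632 control wells after no-enzyme background subtraction for full effect; many of its hits are not listed in these tables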
Target sequence (O75116 whole entry, looked up): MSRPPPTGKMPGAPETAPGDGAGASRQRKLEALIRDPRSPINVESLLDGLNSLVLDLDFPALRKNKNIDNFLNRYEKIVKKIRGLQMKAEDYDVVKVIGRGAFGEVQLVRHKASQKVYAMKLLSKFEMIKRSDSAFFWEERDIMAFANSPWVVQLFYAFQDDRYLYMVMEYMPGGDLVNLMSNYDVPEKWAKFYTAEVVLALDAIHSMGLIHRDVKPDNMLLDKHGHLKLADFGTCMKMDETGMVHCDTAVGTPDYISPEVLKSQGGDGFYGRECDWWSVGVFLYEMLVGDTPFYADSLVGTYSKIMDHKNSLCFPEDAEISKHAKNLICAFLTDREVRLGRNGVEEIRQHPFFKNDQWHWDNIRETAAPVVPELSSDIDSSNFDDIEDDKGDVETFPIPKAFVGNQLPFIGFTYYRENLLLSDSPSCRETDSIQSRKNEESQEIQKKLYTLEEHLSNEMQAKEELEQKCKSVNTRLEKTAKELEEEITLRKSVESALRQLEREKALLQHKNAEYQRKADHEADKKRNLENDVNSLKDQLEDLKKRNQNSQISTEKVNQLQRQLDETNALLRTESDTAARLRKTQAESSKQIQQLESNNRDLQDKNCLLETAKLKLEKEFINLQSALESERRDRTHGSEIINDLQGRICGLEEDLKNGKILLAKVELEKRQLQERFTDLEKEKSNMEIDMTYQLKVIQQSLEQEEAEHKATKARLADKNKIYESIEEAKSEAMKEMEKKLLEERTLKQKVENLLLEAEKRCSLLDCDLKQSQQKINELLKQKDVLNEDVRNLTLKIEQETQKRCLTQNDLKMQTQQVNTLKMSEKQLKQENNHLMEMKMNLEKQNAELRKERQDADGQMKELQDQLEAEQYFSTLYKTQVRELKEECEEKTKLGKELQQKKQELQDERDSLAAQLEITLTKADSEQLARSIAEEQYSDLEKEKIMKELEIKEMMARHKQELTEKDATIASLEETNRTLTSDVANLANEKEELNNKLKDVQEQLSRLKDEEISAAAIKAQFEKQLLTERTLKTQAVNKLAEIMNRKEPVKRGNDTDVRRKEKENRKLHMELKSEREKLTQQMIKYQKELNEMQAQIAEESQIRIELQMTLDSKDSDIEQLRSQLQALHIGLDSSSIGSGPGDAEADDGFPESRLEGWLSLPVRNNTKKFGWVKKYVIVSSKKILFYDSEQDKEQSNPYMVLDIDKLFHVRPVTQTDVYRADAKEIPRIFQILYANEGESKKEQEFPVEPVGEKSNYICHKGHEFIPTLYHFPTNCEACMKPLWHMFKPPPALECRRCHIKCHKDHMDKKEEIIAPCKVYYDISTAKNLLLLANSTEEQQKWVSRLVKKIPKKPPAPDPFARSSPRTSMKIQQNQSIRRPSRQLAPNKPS
Jurkat viability – cytotoxicity toward Jurkat T cells, primary screen, cytotoxicity control, cell-based, Jurkat E6.1, 60K MLSMR library; Jurkat E6.1 viability, ATP luminescence, 48 h; inhibition, % at 4 µM; 1.2% of 56,000 active; AID 463, 2006;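 active = inhibition above the mean inhibition of all tested compounds plus 3 SD, cut at about 28% in these data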
TNAP act DEA – human TNAP enzyme activators, primary screen, biochemical, luminescent, intermediate phosphate acceptor level | Alkaline phosphatase, tissue-nonspecific isozyme (Homo sapiens), P05186 | purified TNAP, CDP-star luminescence, 100 mM DEA, 30 min; active compounds read high; scale: 0 levamisole-inhibited, 1 vehicle-only enzyme | activation factor at 20 µM | 64,000 tested, under 10 active;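 active = activation factor of at least 2 at 20 µM, relative to controls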
PKA inh – inhibitors of human PKA kinase activity, primary screen, biochemical, ATP-depletion luminescence, Kemptide substrate. cAMP-dependent protein kinase catalytic subunit alpha (Homo sapiens), P17612. PKA Kemptide phosphorylation, Kinase-Glo ATP luminescence. inhibition, % at 6 µM. 0.1% of 65,000 active. AID 524, 2006;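 active = inhibition above the screen-wide mean inhibition plus 3 SD, cut at about 21% in these data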; also: many of its hits are not listed in these tables
Starred values were filed as active, the others as inactive.

`Cc1ccc2[nH]c3c(c2c1)CN(C(=O)CN1CCN(c2ccccc2F)CC1)CC3` gave Cdc25B block -2, HEK293 NFkB inh 11, JNK3 inh -4, DUSP1 inh 16, MMP-13 inhibitor -1, ROCK2 inh 5, Jurkat viability 4, TNAP act DEA 0.9 and PKA inh 5.
For CCOC(=O)c1oc2ccc(S(=O)(=O)n3nc(-c4ccc(OC)cc4)cc3N)cc2c1C the results were Cdc25B block 5, HEK293 NFkB inh 14, JNK3 inh 5, DUSP1 inh 17, MMP-13 inhibitor 4, ROCK2 inh 6, Jurkat viability 8, TNAP act DEA 1 and PKA inh 4.
For CC(C)n1c(SCC(N)=O)nc2c1c(=O)[nH]c(=O)n2C the results were Cdc25B block 7, HEK293 NFkB inh 32, JNK3 inh -12, DUSP1 inh -5, MMP-13 inhibitor 4, ROCK2 inh -4, Jurkat viability 4, TNAP act DEA 1 and PKA inh 6.
Cn1c(C(C#N)C(=O)c2ccco2)nc2ccccc21 (configuration not stated) was read as Cdc25B block 3, HEK293 NFkB inh -15, JNK3 inh -5, DUSP1 inh -18, MMP-13 inhibitor -7, ROCK2 inh 3, Jurkat viability -4, TNAP act DEA 0.9 and PKA inh 6.
CCN(CC)C(=O)CP(=O)(c1ccccc1)c1ccccc1 was read as Cdc25B block -12, HEK293 NFkB inh 6, JNK3 inh 0, DUSP1 inh 1, MMP-13 inhibitor 1, ROCK2 inh 6, Jurkat viability -8, TNAP act DEA 0.9 and PKA inh 4.
Screening O=C(NCc1cccc(F)c1)c1noc2c1CCCC2 returned Cdc25B block -13, HEK293 NFkB inh 9, JNK3 inh 0, DUSP1 inh 0, MMP-13 inhibitor -4, ROCK2 inh 6, Jurkat viability 60*, TNAP act DEA 0.9 and PKA inh 5.
`FC(F)(F)c1cc(-c2ccco2)nc(NCc2cccnc2)n1` gave Cdc25B block -7, HEK293 NFkB inh 15, DUSP1 inh 6, MMP-13 inhibitor -10, TNAP act DEA 0.9 and PKA inh -9.
`Clc1ccc(SCc2cn3ccsc3n2)cc1` gave Cdc25B block -19, JNK3 inh -5, DUSP1 inh -21, MMP-13 inhibitor 1, ROCK2 inh 9, TNAP act DEA 0.7 and PKA inh 6.
`CN(C(=O)c1cc2sccc2n1C)C1CCCCC1` gave Cdc25B block -6, HEK293 NFkB inh 24, JNK3 inh 8, DUSP1 inh 7, MMP-13 inhibitor -1, ROCK2 inh 3, Jurkat viability -4, TNAP act DEA 1 and PKA inh 12.
Cc1cc(O)ccc1Nc1nc(-c2sc(N)nc2C)cs1 was read as Cdc25B block 0, HEK293 NFkB inh 12, JNK3 inh -1, DUSP1 inh 21, MMP-13 inhibitor -3, ROCK2 inh 7, Jurkat viability -4, TNAP act DEA 0.9 and PKA inh 9.
COCCN1C(=O)C(=O)/C(=C(/O)c2ccc(OCC(C)C)cc2)C1c1cccnc1 (configuration not stated) was read as Cdc25B block 2, HEK293 NFkB inh 13, JNK3 inh 0, DUSP1 inh 28, MMP-13 inhibitor -1, ROCK2 inh 5, Jurkat viability -3, TNAP act DEA 0.9 and PKA inh 6.
CN(CC(=O)O)S(=O)(=O)c1cc(Cl)ccc1Cl was read as Cdc25B block 1, HEK293 NFkB inh 6, JNK3 inh 2, DUSP1 inh 5, MMP-13 inhibitor -1, ROCK2 inh 3, Jurkat viability 3, TNAP act DEA 0.7 and PKA inh 5.
Cc1nn(-c2ccccc2)c2sc(C(=O)n3cccn3)cc12 was read as Cdc25B block -2, HEK293 NFkB inh 15, JNK3 inh -3, DUSP1 inh 9, MMP-13 inhibitor -19, ROCK2 inh 7, Jurkat viability -5, TNAP act DEA 0.9 and PKA inh 7.
Screening COc1ccc(-c2nnc(SCC(=O)N3CCOCC3)o2)cc1 returned Cdc25B block 2, HEK293 NFkB inh -17, JNK3 inh 4, DUSP1 inh -18, MMP-13 inhibitor -7, ROCK2 inh 5, Jurkat viability -3, TNAP act DEA 1 and PKA inh 12.
CC(=NCCCn1ccnc1)C1=C(O)c2ccccc2C1=O was read as Cdc25B block -15, HEK293 NFkB inh -1, JNK3 inh 29*, DUSP1 inh -39, MMP-13 inhibitor 1, ROCK2 inh 5, Jurkat viability -6, TNAP act DEA 0.8 and PKA inh 7.
Screening CC1(C)C(=O)OC(c2cc(Br)ccc2O)C(C)(C)C1=O (configuration not stated) returned Cdc25B block -3, HEK293 NFkB inh 15, JNK3 inh -9, DUSP1 inh 0, MMP-13 inhibitor 0, ROCK2 inh 5, Jurkat viability -5, TNAP act DEA 1 and PKA inh 11.
Screening COc1ccccc1C(c1nnnn1C1CCCC1)N1CCN2CCCC2C1 (configuration not stated) returned Cdc25B block -8, HEK293 NFkB inh 1, JNK3 inh 4, DUSP1 inh 12, MMP-13 inhibitor 3, ROCK2 inh 4, Jurkat viability -7, TNAP act DEA 0.9 and PKA inh 6.
`CCn1c(=O)c2cc(C(=O)N3CCOCC3)sc2c2ccccc21` gave Cdc25B block -6, HEK293 NFkB inh 2, JNK3 inh 2, DUSP1 inh 4, MMP-13 inhibitor -26, ROCK2 inh 1, Jurkat viability -5, TNAP act DEA 0.9 and PKA inh 2.
Screening Cc1ccc(NS(=O)(=O)c2cc(C(=O)N3CCOCC3)ccc2C)cc1C returned Cdc25B block -1, HEK293 NFkB inh 10, JNK3 inh 6, DUSP1 inh -11, MMP-13 inhibitor -3, ROCK2 inh -1, Jurkat viability 4, TNAP act DEA 0.9 and PKA inh -2.
`Cc1cc(NC(=O)CSc2ccc3nnc(-c4cccs4)n3n2)no1` gave Cdc25B block -9, HEK293 NFkB inh -1, JNK3 inh -5, DUSP1 inh 0, MMP-13 inhibitor -7, ROCK2 inh 2, Jurkat viability -2, TNAP act DEA 1 and PKA inh 6.

In the list so far, four have an aryl thioether with sulfur outside any ring.
For CC(C)n1c(SCC(N)=O)nc2c1c(=O)[nH]c(=O)n2C the results were Cdc25B block 7, HEK293 NFkB inh 32, JNK3 inh -12, DUSP1 inh -5, MMP-13 inhibitor 4, ROCK2 inh -4, Jurkat viability 4, TNAP act DEA 1 and PKA inh 6.
`Clc1ccc(SCc2cn3ccsc3n2)cc1` gave Cdc25B block -19, JNK3 inh -5, DUSP1 inh -21, MMP-13 inhibitor 1, ROCK2 inh 9, TNAP act DEA 0.7 and PKA inh 6.
Screening COc1ccc(-c2nnc(SCC(=O)N3CCOCC3)o2)cc1 returned Cdc25B block 2, HEK293 NFkB inh -17, JNK3 inh 4, DUSP1 inh -18, MMP-13 inhibitor -7, ROCK2 inh 5, Jurkat viability -3, TNAP act DEA 1 and PKA inh 12.
`Cc1cc(NC(=O)CSc2ccc3nnc(-c4cccs4)n3n2)no1` gave Cdc25B block -9, HEK293 NFkB inh -1, JNK3 inh -5, DUSP1 inh 0, MMP-13 inhibitor -7, ROCK2 inh 2, Jurkat viability -2, TNAP act DEA 1 and PKA inh 6.

New compounds follow.
Screening COc1ccc(CN(Cc2ccccn2)C(=O)CN2C(=O)COc3ccccc32)cc1 returned Cdc25B block 15, HEK293 NFkB inh 11, JNK3 inh 1, DUSP1 inh -3, MMP-13 inhibitor 1, ROCK2 inh -4, Jurkat viability 7, TNAP act DEA 1 and PKA inh 0.
Screening Cc1ccc(C)c(S(=O)(=O)C(C#N)c2nc3ccccc3nc2N2CCOCC2)c1 (configuration not stated) returned Cdc25B block 7, HEK293 NFkB inh 9, JNK3 inh -6, DUSP1 inh inconclusive, MMP-13 inhibitor -7, ROCK2 inh -2, Jurkat viability 1, TNAP act DEA 0.8 and PKA inh -5.
`O=C(CC1(O)C(=O)Nc2ccc(Br)cc21)c1ccc2c(c1)OCO2` (configuration not stated) gave Cdc25B block -1, HEK293 NFkB inh 2, JNK3 inh 4, DUSP1 inh -10, MMP-13 inhibitor 3, ROCK2 inh 1, Jurkat viability 7, TNAP act DEA 0.9 and PKA inh 2.
O=C(NC1CCS(=O)(=O)C1)C12CC3CC(CC(C3)C1)C2 (configuration not stated) was read as Cdc25B block -22, HEK293 NFkB inh -3, JNK3 inh 0, DUSP1 inh 8, MMP-13 inhibitor -6, ROCK2 inh 7, Jurkat viability 0, TNAP act DEA 0.9 and PKA inh 6.
Screening Cc1ccc2c(c1)N(CCC(=O)NCc1cccnc1)C(=O)CO2 returned Cdc25B block -7, HEK293 NFkB inh 0, JNK3 inh -3, DUSP1 inh 1, MMP-13 inhibitor 6, ROCK2 inh 8, Jurkat viability -3, TNAP act DEA 1 and PKA inh 11.
`c1cncc(-c2nn3cnnc3s2)c1` gave Cdc25B block 6, HEK293 NFkB inh 8, JNK3 inh 2, DUSP1 inh -15, MMP-13 inhibitor -1, ROCK2 inh 0, Jurkat viability -4, TNAP act DEA 0.9 and PKA inh 3.
CCOCCn1c(SCCc2ccccc2)nc2c1c(=O)[nH]c(=O)n2C was read as Cdc25B block -6, HEK293 NFkB inh 11, JNK3 inh 6, DUSP1 inh 1, MMP-13 inhibitor 3, ROCK2 inh 2, Jurkat viability -1, TNAP act DEA 1 and PKA inh 7.
For CCC(C)N=C1SCC(C)(/C=N/O)S1 (configuration not stated) the results were Cdc25B block 3, HEK293 NFkB inh 10, JNK3 inh 3, DUSP1 inh -9, MMP-13 inhibitor 0, ROCK2 inh 2, Jurkat viability -2, TNAP act DEA 0.9 and PKA inh -6.
Screening CCC(=O)N1CCN=C1SCc1ccc(Cl)cc1 returned Cdc25B block 2, HEK293 NFkB inh 18, JNK3 inh -2, DUSP1 inh 4, MMP-13 inhibitor -1, ROCK2 inh 0, Jurkat viability 4, TNAP act DEA 1 and PKA inh -1.
For Cc1ccc(S(=O)(=O)NC(=O)NN2CCCCCC2)cc1 the results were Cdc25B block 14, JNK3 inh 0, DUSP1 inh -8, MMP-13 inhibitor -7, ROCK2 inh -4, TNAP act DEA 0.9 and PKA inh -8.
Screening O=C(NCC1COc2ccccc2O1)C1CCCN(S(=O)(=O)c2cccc3nsnc23)C1 (configuration not stated) returned Cdc25B block 15, HEK293 NFkB inh 35, JNK3 inh -4, DUSP1 inh 26, MMP-13 inhibitor 2, ROCK2 inh -2, Jurkat viability 1, TNAP act DEA 0.9 and PKA inh 2.
O=C(Cn1cnc2c(nnn2-c2ccccc2)c1=O)NCC1CCCO1 (configuration not stated) was read as Cdc25B block 2, HEK293 NFkB inh 16, JNK3 inh 1, DUSP1 inh 1, MMP-13 inhibitor 1, ROCK2 inh -8, Jurkat viability -4, TNAP act DEA 1 and PKA inh 6.
Screening CCN(CC)S(=O)(=O)c1ccc(C(=O)NC2=C(C(=O)OC)SCC2)cc1 returned Cdc25B block -11, HEK293 NFkB inh 14, JNK3 inh 1, DUSP1 inh -1, MMP-13 inhibitor -1, ROCK2 inh 2, Jurkat viability 6, TNAP act DEA 0.8 and PKA inh 0.
COc1ccc(C2CC(c3ccccc3)Nc3nc(NC(=O)c4cccs4)nn32)cc1 (configuration not stated) was read as Cdc25B block 3, HEK293 NFkB inh 2, JNK3 inh 0, DUSP1 inh 15, MMP-13 inhibitor -3, ROCK2 inh 0, Jurkat viability 6, TNAP act DEA 0.9 and PKA inh -2.
